KAT2A inh: inhibitors of human GCN5L2 histone acetyltransferase; Q92830; GCN5L2 HAT assay, ThioGlo1 CoA-SH fluorescence; Potency, µM (highest dose often 58.9 µM), for inactives: top-dose activity change, negative = inhibition, hits mostly inhibitors; hit rate 0.21% among 390,000; AID 504327
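Enzyme at 20nM final was mixed with library compounds for 15 min at room temperature. Peptide H3(1-25) at 75uM, acetyl-CoA at 70uM and ThioGlo1 at 50uM were then added. Plates were read immediately and after 20 min (Ex340nm/Em540nm).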
N370S GC: inhibits or activates N370S mutant glucocerebrosidase; P04062; N370S GC spleen homogenate, 4MU-glucoside fluorescence; Potency, µM (doses to about 59.4 µM), without a hit: at the highest dose activity change, negative = inhibition, hits mostly inhibitors; hit rate 0.092% among 330,000; AID 2101;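 also: 0% = full enzyme activity and -100% = no enzyme basal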
FEN1 inhibitor: human FEN1 inhibition. hit rate 0.35% among 390,000. Potency, µM (top dose mostly 114 µM), for inactives: top-dose activity change, negative = inhibition, hits mostly inhibitors. P39748. Recombinant FEN1 flap cleavage, fluorescence, 15 min; also: nearly all actives have a fitted effect of over 65% in size
Target sequence (P39748 whole entry, looked up): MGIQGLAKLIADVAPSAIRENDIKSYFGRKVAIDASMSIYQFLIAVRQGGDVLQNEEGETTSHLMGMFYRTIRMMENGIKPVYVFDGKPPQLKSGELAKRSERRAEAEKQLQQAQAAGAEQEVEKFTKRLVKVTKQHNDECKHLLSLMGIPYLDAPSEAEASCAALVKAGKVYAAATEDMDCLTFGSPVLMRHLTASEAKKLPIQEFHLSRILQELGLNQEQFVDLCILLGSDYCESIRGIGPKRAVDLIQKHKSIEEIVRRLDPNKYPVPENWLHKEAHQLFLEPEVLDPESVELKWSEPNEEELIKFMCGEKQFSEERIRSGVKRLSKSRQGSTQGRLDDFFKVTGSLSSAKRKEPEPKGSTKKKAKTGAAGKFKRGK
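Read-out was taken twice, immediately and after 15 min, following addition of 50 nM substrate to 10 nM FEN1 that had sat with test compound for 15 min at room temperature. Curves came from a four-parameter Hill model.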
Starred values were filed as active, the others as inactive; ? = inconclusive; · = not tested or not shown; & = joins results of further samples. Calls follow the shape of the dose curve; as a rule, active = well fitted curve in the direction sought with a large enough effect; inconclusive = small, poorly fitted or top-dose-only effect, or another doubt; inactive = no such curve, though single readings can be large; an effect the other way counts as inactive or inconclusive. Unless noted, % is scaled to controls: 0 for no effect and ±100 for the full control effect; potency is read from the fitted curve at half-maximal effect. A portion of the library; rates above refer to the full screens.

compound | N370S GC | FEN1 inhibitor | KAT2A inh
CCC(CC)C(=O)Nc1ccc(OCc2cc(=O)n3ccsc3n2)cc1 | · | 5% | -5%
CC1C(=O)N2CCCc3cc(NC(=O)C(=O)NCCN4CCOCC4)cc1c32 (stereo not given) | -2% | -7% | -8%
Cc1cc(=O)oc(C)c1C(=O)Nc1ccc(N(C)C)cc1 | 2% | -6% | -2%
COCCN1CCN(Cc2nc(Cc3ccc(OC)c(OC)c3)no2)CC1 | 2% | -1% | -6%
O=C(COc1ccc2ccccc2c1)Nc1cccc2cccnc12 | 12% | -1% | 2%
c1ccc2[nH]c(CSc3ncnc4c3oc3ccccc34)nc2c1 | 16% | -4% | 40µM*
S=c1[nH]nc(CCc2ccc(Cl)cc2)o1 | 1% | 36% | -4%
Cn1nc(C(F)(F)F)c2cc(NC(=O)OCC(C)(C)C)sc21 | -6% | ? | -20%
OCCC1CN(Cc2ccsc2)CCN1C1CCCC1 (stereo not given) | -10% | 13% | -3%
O=C(NCC(F)(F)F)Nc1ncccn1 | -13% | 8% | -2%
COc1ccccc1N1CCN(c2nc3ccc(C)cc3nc2-n2nc(C)cc2C)CC1 | · | -22% | -10%
Cn1nnnc1SCC(=O)NC(C)(C)C | 25% | -10% | 0%
COC(=O)c1ccc(COC(=O)CNC(=O)C2CCCCC2)cc1 | · | 0% | -5%
CC(Sc1nnc(-c2ccccc2F)n1C1CC1)C(N)=O (stereo not given) | -5% | -1% | -5%
CC(=O)N1CCc2c(sc3c2c(=O)n(Cc2ccccc2)c(=O)n3Cc2ccccc2F)C1 | · | -7% | -13%
CCC(=O)NC1=C(Nc2ccc(N)cc2)C(=O)c2ccccc2C1=O | -3% | -19% | 1%
Cc1cc(C)cc(NC(=O)Cn2cc(C(=O)c3ccccc3)c(=O)c3ccc(C)nc32)c1 | · | -3% | 5%
O=C(COc1cccc2cccnc12)N1CCc2ccccc21 | 11% | -5% | -2%
CCC(C)N(C(=O)COC(=O)CSc1ccc(C)c(C)c1)C1CCS(=O)(=O)C1 (stereo not given) | · | 21% | 4%
CC1CC=CC2C1C(=O)N(Cc1ccccc1)C2c1ccc2ccccc2c1C=Cc1ccccc1 (stereo not given) | 0% | -23% | ·
Nc1ccc(NC(=O)c2ccco2)c(Cl)c1 | 3% | -1% | 1%
Cc1ccc(CSCC(=O)N(C)CC(=O)Nc2ccccc2Cl)cc1 | 7% | -9% | -10%
Cc1ccccc1Nc1c(F)c(F)c(F)c(F)c1C(=O)O | 2% | -4% | -14%
COc1ccc(/C(C)=N/Nc2nc(C)c(C(C)=O)s2)cc1 | -2% | -20% | -1%
O=C(c1nn(-c2ccccc2)c(=O)c2ccccc12)N1CCN(c2ncccn2)CC1 | 1% | -11% | -2%
COc1ccc(Nc2nc(NCCO)nc(OC)n2)cc1 | 1% | -4% | -2%
CCOC(=O)c1c(C)nc(SC)c(C#N)c1-c1ccccc1 | 3% | -18% | -1%
CCOC(=O)c1oc2ccccc2c1CN1CCCCC1 | 10% | -11% | -1%
COC(=O)c1c(C)[nH]c(C(=O)CN2CCOCC2)c1C | -2% | -1% | -3%
O=C(CSc1nc(-c2ccc(F)cc2)cs1)NCCN1C(=O)CSC1=O | -20% | 4% | -9%
COc1cc2c(cc1OC)C(c1cc(C)ccc1C)CC(=O)N2 (stereo not given) | -6% | 5% | 2%
CCOCC(=O)Nc1ccc([N+](=O)[O-])cc1C | 11% | 3% | -3%
CCCCCN1C/C=C\C(c2ccc(OC)cc2)N(Cc2ccc(F)cc2)C(=O)C1 (stereo not given) | 4%&-11% | ? | -1%
O=C(C1CCN(S(=O)(=O)c2cccc3cccnc23)CC1)N1CC=C(c2ccccc2)CC1 | 7% | · | -9%
CC(C)(C)CC(=O)Nc1ccccc1N1CCN(c2ccccc2)CC1 | 9% | -23% | -6%
O=C(C(=O)N1CCc2ccccc2C1)c1cn(CC(=O)N2CCCC2)c2ccccc12 | 1% | 12% | -1%
Cc1ccc(SCCC(=O)NCCSCc2ccccc2C)cc1 | 5% | -16% | -11%
CC1CCN(c2nnc(NC(=O)Cn3c(=O)oc4ccccc43)s2)CC1 | 5% | -10% | -12%
CC(=O)N1c2ccc(S(=O)(=O)NCCC(=O)Nc3ccc(C)cc3Br)cc2CC1C (stereo not given) | · | 2% | -11%
CCC(C)(C)NC(=O)c1cc(C(=O)OC)cc([N+](=O)[O-])c1 | 11% | -11% | 2%

Gathered by group, the compounds so far containing a furan ring, fused or not (three)
compound | N370S GC | FEN1 inhibitor | KAT2A inh
c1ccc2[nH]c(CSc3ncnc4c3oc3ccccc34)nc2c1 | 16% | -4% | 40µM*
Nc1ccc(NC(=O)c2ccco2)c(Cl)c1 | 3% | -1% | 1%
CCOC(=O)c1oc2ccccc2c1CN1CCCCC1 | 10% | -11% | -1%

The results go on.
compound | N370S GC | FEN1 inhibitor | KAT2A inh
COc1ccc(NC(=O)Cn2nc(C(=O)O)c3ccccc3c2=O)cc1S(=O)(=O)N1CCCCC1 | · | -13% | 0%
COc1ccc(Cl)cc1NC(=O)CSc1cccc[n+]1[O-] | · | 8% | -2%
Cc1cc(SCC#N)nc2ccccc12 | 8% | -19% | -1%
Cc1cccc(C)c1NC(=O)c1nc(S(C)(=O)=O)ncc1N(Cc1ccc(F)cc1)Cc1ccco1 | · | ? | -7%
Cc1ccc(N(C)C(=O)c2ccc3c(Cl)c4c(nc3c2)CCC4)cc1C | -3% | -12% | -4%
Cc1cc(Nc2cccc(Cl)c2)nc2ccc(NC(=O)Cc3ccc(Cl)cc3)cc12 | · | 3% | -11%
CC(=O)Nc1c(F)cc(Br)cc1F | -24% | 4% | -3%
CCN(CC)C(=O)CSc1nc2c(sc(=S)n2Cc2ccco2)c(=O)n1-c1ccccc1 | 4% | -12% | -8%
O=C(NNS(=O)(=O)c1ccccc1)c1cccc(F)c1 | -18% | 23% | ?
COC(=O)c1cccc(NC(=S)NCc2ccco2)c1 | -3% | 1% | -6%
COCCN(C(=O)CC1CCCC1)c1c(N)n(CC(C)C)c(=O)[nH]c1=O | · | 2% | -6%
COCCn1c(SCC(=O)N2CCCCC2)nc2c(c1=O)SCC2 | 3% | -2% | -3%
O=C(c1ccc2c(c1)N(Cc1ccccc1Cl)C(=O)c1ccccc1S2)N1CCCC1 | · | -21% | -9%
COc1ccc(CC(=O)N(C)Cc2ccc(C(C)(C)C)cc2)cc1S(=O)(=O)N1CCOCC1 | -2% | 12% | -5%
Nc1c(S(=O)(=O)c2ccccc2)cnc2c(-c3ccc(F)cc3)cnn12 | 6% | 0% | 15%
CCc1cc2c(SCC(=O)c3ccccc3)ncnc2s1 | -1% | -2% | -5%
Cc1c(C(=O)NCc2ccccc2)oc2ccc(S(=O)(=O)N3CCCC3)cc12 | 5% | 2% | -8%
CC(=O)N1c2ccc(S(=O)(=O)NCc3ccco3)cc2CC1C (stereo not given) | -1% | 2% | -10%
O=C(Nc1ccccc1)c1ccc(Cl)c(S(=O)(=O)Nc2ccccc2)c1 | · | -7% | -11%
CC(NC(=O)NC1CCCCC1)C(c1cccs1)N1CCN(C)CC1 (stereo not given) | -2% | 2% | 3%
COc1ccccc1OC1OC2COC(c3ccco3)OC2C(O)C1NC(C)=O (stereo not given) | -4% | -3% | 2%
COc1cccc(CN2CCC(C(=O)N3CCN(c4ccccc4F)CC3)CC2)c1 | 2% | 5% | 2%
Cc1ccc(S(=O)(=O)N2CCCC(C(=O)NCCCN3CCCCC3C)C2)cc1 (stereo not given) | -2% | 14% | 17%
CCc1c(C)sc(NC(=O)c2cnn3cccnc23)c1C#N | 2% | 9% | -1%
CC(C)CNC(=O)c1nc(-c2ccccc2)n(-c2ccccc2)n1 | 26% | 4% | 14%
O=C(NC1CCCC1)c1ccc2c(c1)N(Cc1ccccc1F)C(=O)c1ccccc1S2 | · | 10% | -2%
CCNC(=O)NC(=O)COC(=O)c1cccc(S(=O)(=O)N2CC3(C)CC2CC(C)(C)C3)c1 (stereo not given) | -8% | -4% | -6%
Cc1ccc(C(=O)COc2ccc3ccc(=O)oc3c2)cc1 | 0% | -10% | -10%
NC(=O)CC(NC(=O)Cc1cccc2ccccc12)c1ccc(NC2CCCCC2)c([N+](=O)[O-])c1 (stereo not given) | 0% | -13% | 1%
Cc1ccc(S(=O)(=O)NCCC(=O)N2CCCCCC2)cc1 | -3% | 1% | -12%
O=C(NCCCn1ccnc1)C(=O)NCC1OCCN1S(=O)(=O)c1cc(F)ccc1F (stereo not given) | -13% | -8% | -6%
COc1ccc(NC(=O)c2ccc(NC(=O)CCS(=O)(=O)c3cccs3)cc2)cc1Cl | · | 14% | -1%
O=C(NCc1cccs1)Nc1ccc(Cl)cc1 | 7% | 0% | -5%
Nn1c(SCC(=O)NC(=O)NCc2ccco2)nnc1-c1ccc(OC(F)F)cc1 | 17% | -8% | 0%
N#Cc1nn(-c2ccccc2)nc1N1CCCCC1 | 13% | 2% | 2%
CCOc1ccc(CCNC(=O)C2CCN(S(=O)(=O)N3CCC(C)CC3)CC2)cc1OCC | -9% | 3% | 0%
O=C(NCCN1CCCCCC1)c1ccc(CS(=O)(=O)c2ccc(Br)cc2)o1 | 7% | 9% | -7%
CCNC(=O)CCC(N)C(=O)O (stereo not given) | 5% | · | -14%
CCc1ccc(NC(=O)CSc2nc(-c3ccc(C)cc3)nc3c2Cc2c(CO)cnc(C)c2O3)cc1 | 1% | -4% | -17%
CC1(C)C(O)C=C[C@@]2(C)C1CC(=O)O[C@@]1(C)C3=CC(=O)OC(c4ccoc4)[C@]3(C)CCC21 (stereo not given in full) | 12% | · | -6%
Cc1ccc(CNC(=O)C(C)n2c(=O)cc(C(F)(F)F)c3c(C)nn(C)c32)cc1 (stereo not given) | · | -11% | -6%
O=C(Cn1nc(-c2ccc(Cl)cc2)c2ccccc2c1=O)NCC1CCCO1 (stereo not given) | -5% | 8% | -1%
COc1ccc2c(C(=O)CN3CC(C)OC(C)C3)c[nH]c2c1 (stereo not given) | 0% | -3% | 0%
Cc1ccc(OCc2cc(=O)n3cc(C)sc3n2)c(NC(=O)c2ccco2)c1 | · | -8% | -8%
COCC(=O)N1CCC(Oc2ccc(C(=O)NCc3cc(C)n(C)n3)cc2)CC1 | -7% | 3% | 0%
CC(C)CNC(=O)/C=C/C=C/CCCC/C=C/c1ccc2c(c1)OCO2 | · | -6% | -2%
Cc1ccc(Cn2c(=O)n(-c3cc(C)cc(C)c3)c(=O)c3oc4ccccc4c32)cc1 | · | 10% | -6%
O=C(COC(=O)/C=C/c1ccc(F)cc1)NCc1ccco1 | 2% | -9% | -1%
Cn1ccnc1C(=O)c1cccc([N+](=O)[O-])c1 | -8% | 6% | 1%
CC(=O)Nc1ccc(S(=O)(=O)N2CCN(Cc3cccs3)CC2)cc1 | -11% | -2% | -4%
O=C(c1ccc(F)cc1)N1CCC(C(=O)N2CCN(S(=O)(=O)c3cccc(Cl)c3)CC2)CC1 | -2% | 3% | -15%
CSc1cccc(Nc2nc3c(S(=O)(=O)c4ccccc4)nnn3c3ccc(Cl)cc23)c1 | · | -12% | -4%
COc1ccc(C2/C=C\CN(S(=O)(=O)c3ccc(C)cc3)CC(=O)N2Cc2cccc(F)c2)cc1 (stereo not given) | -7% | 2% | -7%&12%
Cc1ccc(S(=O)(=O)c2nc(S(C)(=O)=O)sc2N2CCN(C)CC2)cc1 | 3% | 12% | 3%
O=C(CCl)Nc1c2c(nn1-c1ccccc1)CSC2 | 0% | 5% | -5%
COc1ccccc1NC(=O)CSc1ccc2nnc(-c3ccc(C)cc3)n2n1 | 7% | -8% | -1%
CCOc1ccc(NC(=O)Cn2cc(C(=O)c3ccc(F)cc3)c(=O)c3cc4c(cc32)OCCO4)cc1 | · | -3% | 2%
CCOc1ccccc1NC(=O)COC(=O)CSc1ccc(Cl)cc1 | -3% | -16% | -3%
NC(=O)C1CCCN1C(=O)C(Cc1cnc[nH]1)NC(=O)C1CCC(=O)N1 (stereo not given) | -3% | · | 1%
NC(=O)CC(NC(=O)c1cccc(Br)c1)c1ccc(N2CCC(N3CCCCC3)CC2)c([N+](=O)[O-])c1 (stereo not given) | 0% | -2% | -2%
CCN(CC)S(=O)(=O)c1ccc2c(c1)NC(=O)C1CCCN21 (stereo not given) | -5% | 1% | -7%
COc1ccc2c(C)c(CCC(=O)NCc3ccc(Cl)cc3)c(=O)oc2c1C | · | ? | -16%
COc1cccc(N2CCN(C(=O)c3ccc4nc(N5CCC(C)CC5)sc4c3)CC2)c1 | -3% | 4% | ?

In a second layout: results already given.
Values run as follows: N370S GC | FEN1 inhibitor | KAT2A inh
> Cc1ccc(S(=O)(=O)c2nc(S(C)(=O)=O)sc2N2CCN(C)CC2)cc1
 : 3% | 12% | 3%
> O=C(CCl)Nc1c2c(nn1-c1ccccc1)CSC2
 : 0% | 5% | -5%

Screening results: PubChem, National Center for Advancing Translational Sciences (NCATS)
